LDHA block = qHTS assay for inhibitors of human lactate dehydrogenase; AID 1347041, 2019; purified LDHA, NADH/diaphorase-resazurin fluorescence; hits give low values; 480,000 tested, 0.15% active; activity change, % (values are at about 110 or 230 µM); in the data active = activity change below about -30%; inconclusive = mostly about -25% to -30%;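 note: plate controls were DMSO wells for no effect and wells without enzyme for full effect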
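Enzyme activity of human lactate dehydrogenase 5 (2 nM; 0.06 mM NADH, 0.2 mM pyruvate, 5 min, RT) is measured via a resazurin/diaphorase fluorescence readout of residual NADH.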
TrxR1 substrate = qHTS Assay for Substrates of Mammalian Selenoprotein Thioredoxin Reductase 1 (TrxR1): qHTS; purified TrxR1 substrate turnover, NADPH consumption readout; Potency, µM (highest dose often 114 µM), for the others: top-dose activity change, negative = substrate turnover; Thioredoxin reductase 1, cytoplasmic (Rattus norvegicus), O89049; 390,000 tested, 0.01% active; note: potency is the fitted concentration of half-maximal effect; % is set by controls: 0 for no effect and ±100 for the full control effect; nearly all actives have a fitted effect of over 50% in size
Target sequence (O89049 whole entry, looked up): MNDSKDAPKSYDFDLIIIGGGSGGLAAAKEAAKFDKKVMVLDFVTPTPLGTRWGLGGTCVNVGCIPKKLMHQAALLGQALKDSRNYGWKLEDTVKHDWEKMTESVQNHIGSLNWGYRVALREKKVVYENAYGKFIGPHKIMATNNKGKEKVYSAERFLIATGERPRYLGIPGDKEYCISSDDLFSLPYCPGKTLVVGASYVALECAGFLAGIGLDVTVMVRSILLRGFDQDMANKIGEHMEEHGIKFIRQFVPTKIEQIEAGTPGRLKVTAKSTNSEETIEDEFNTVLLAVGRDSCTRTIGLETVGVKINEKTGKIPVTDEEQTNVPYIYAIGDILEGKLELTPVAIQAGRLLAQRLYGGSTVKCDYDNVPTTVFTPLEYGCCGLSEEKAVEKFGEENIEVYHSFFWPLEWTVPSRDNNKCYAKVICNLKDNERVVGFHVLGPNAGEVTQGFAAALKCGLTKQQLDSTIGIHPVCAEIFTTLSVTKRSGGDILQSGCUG
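Rat TrxR1, dispensed at 90 nM, was prereduced with 400 uM NADPH (final) for 5 min at ~22 deg C, then incubated with compound 15 min before 400 uM selenite. A first-read NADPH fluorescence drop versus no-compound background flagged substrates.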
RGS4 inhibitor = Inhibitors of Regulator of G Protein Signaling (RGS) 4: qHTS; 390,000 tested, 0.039% active; Potency, µM (top dose mostly 114 µM), for the others: at the highest dose activity change, negative = inhibition, most hits filed as inhibitors; Transcreener GDP fluorescence polarization, RGS4-accelerated GTP hydrolysis; Regulator of G-protein signaling 4 (Homo sapiens), P49798; note: potency is the fitted concentration of half-maximal effect; % is set by controls: 0 for no effect and ±100 for the full control effect; nearly all actives have a fitted effect of over 75% in size; some results filed as inactive show a strong effect at the top dose
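MLSMR compounds (23 nl, pin-transferred) preincubated 10 min at room temperature with a 500nM (2x) first reagent, then RGS4 at 900nM (2x) plus Transcreener GDP mix added; fluorescence polarization (620/688 nm) read before and after 90 min at 30 °C.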
Glioma ERSR ind = qHTS for Inducers of the Endoplasmic Reticulum Stress Response (ERSR) in Human Glioma: qHTS. Potency, µM, without a hit: at the top dose activation, hits mostly activators. 420,000 tested, 0.02% active. U87-MG GRP78 promoter luciferase reporter, 16 h; note: potency is the fitted concentration of half-maximal effect; series mostly up to about 76 µM; % of control where 0% means no effect; nearly all actives have a fitted effect of over 35% in size
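Stably transfected U87-MG glioma cells carrying a GRP78-based luciferase sensor; 16 h compound incubation. Luminescence end-point read 10 min after Bright-Glo addition at room temperature.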
IDH1 R132H inh = qHTS for Inhibitors of mutant isocitrate dehydrogenase 1 (IDH1): qHTS | Isocitrate dehydrogenase [NADP] cytoplasmic (Homo sapiens), O75874 | IDH1-R132H enzyme, NADPH consumption, diaphorase/resazurin fluorescence | Potency, µM (top dose mostly 76.6 µM), for inactives: at the highest dose activity change, negative = inhibition, most hits filed as inhibitors | 390,000 tested, 0.093% active; note: potency is the fitted concentration of half-maximal effect; % is set by controls: 0 for no effect and ±100 for the full control effect; nearly all actives have a fitted effect of over 65% in size
Target sequence (O75874 whole entry R132H, stated change not applied): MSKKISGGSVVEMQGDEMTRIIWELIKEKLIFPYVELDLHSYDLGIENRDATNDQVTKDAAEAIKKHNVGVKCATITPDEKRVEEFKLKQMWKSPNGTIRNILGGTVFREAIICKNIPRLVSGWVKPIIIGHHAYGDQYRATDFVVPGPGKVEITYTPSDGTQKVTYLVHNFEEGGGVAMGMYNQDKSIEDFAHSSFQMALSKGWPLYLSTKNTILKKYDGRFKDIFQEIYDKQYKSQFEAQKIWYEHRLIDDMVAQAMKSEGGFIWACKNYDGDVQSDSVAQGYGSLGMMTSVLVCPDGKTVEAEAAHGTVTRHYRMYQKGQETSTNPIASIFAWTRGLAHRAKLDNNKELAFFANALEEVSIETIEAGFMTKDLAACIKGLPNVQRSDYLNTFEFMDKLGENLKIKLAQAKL
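IDH1-R132H (0.5 ug/mL dispensed) in pH 7.5 Tris buffer was preincubated 30 min with compound, then given a substrate mix of 0.016 mM NADPH and 2 mM alpha-KG for 80 min at room temperature; remaining NADPH was read by diaphorase/resazurin fluorescence.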
Vif-A3G inh = qHTS for Inhibitors of Vif-A3G Interactions: qHTS | HeLa A3G-eYFP + Vif (tagged APOBEC3G with the HIV-1 protein that degrades it), YFP fluorescence, overnight | Potency, µM (doses to about 46.1 µM), inactives show at the highest dose activity, negative = active, most hits filed as inhibitors | 410,000 tested, 0.076% active | AID 602310, 2012 | DNA dC->dU-editing enzyme APOBEC-3G (Homo sapiens), Q9HC16;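 note: potency is the fitted concentration of half-maximal effect; % is set by controls: 0 for no effect and ±100 for the full control effect; nearly all actives have a fitted effect of over 60% in size; hits raise eYFP signal because A3G escapes Vif-driven loss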
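Read-out is eYFP fluorescence (Ex 488/Em 500-530) from Vif-expressing HeLa A3G-eYFP cells; more signal means A3G escaped Vif-mediated degradation. Cells plated overnight, compound pinned in, incubated overnight at 37 deg C.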
USP1-UAF1 inh = Inhibitors of USP1/UAF1: Primary Screen; 390,000 tested, 0.23% active; Ubiquitin carboxyl-terminal hydrolase 1 (Homo sapiens), O94782; Potency, µM (highest dose often 57.1 µM), for inactives: at the top dose activity change, negative = inhibition, hits mostly inhibitors; AID 743255, 2014; recombinant USP1/UAF1, Ub-Rhodamine cleavage fluorescence; note: potency is the fitted concentration of half-maximal effect; % is set by controls: 0 for no effect and ±100 for the full control effect; nearly all actives have a fitted effect of over 60% in size; inactives centre near -12
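Step one: compound is pinned into 1nM USP1/UAF1 in HEPES pH 7.8 buffer with TCEP. Step two: 15 min room-temperature incubation. Step three: Ub-Rho (150nM final) starts cleavage, tracked by fluorescence over six one-minute reads.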
Vif-APOBEC3F blk = qHTS for Inhibitors of Vif-A3F Interactions: qHTS. 390,000 tested, 0.2% active. Potency, µM (highest dose often 46.1 µM), without a hit: at the highest dose activity, negative = active. HeLa A3F-eYFP + Vif (tagged APOBEC3F with the HIV-1 protein that degrades it), YFP fluorescence increase. AID 602313, 2012; note: potency is the fitted concentration of half-maximal effect; % of control where 0% means no effect; nearly all actives have a fitted effect of over 65% in size
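Fluorescence increase (Ex 488/Em 500-530) after overnight compound treatment at 37 deg C flags inhibition of Vif-driven A3F-eYFP loss in stable HeLa A3F-eYFP/Vif cells seeded overnight beforehand.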
TrxR1 inh = qHTS Assay for Inhibitors of Mammalian Selenoprotein Thioredoxin Reductase 1 (TrxR1): qHTS | recombinant rTrxR1, NADPH fluorescence consumption, selenite substrate | 390,000 tested, 1% active | Potency, µM (doses to about 114 µM), inactives show at the highest dose activity change, negative = inhibition, actives largely listed as inhibitors | Thioredoxin reductase 1, cytoplasmic (Rattus norvegicus), O89049; note: potency is the fitted concentration of half-maximal effect; % is set by controls: 0 for no effect and ±100 for the full control effect; nearly all actives have a fitted effect of over 65% in size
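Rat TrxR1 (90 nM in the dispensed reagent) was pre-reduced with 400 uM NADPH for 5 min at room temperature, then incubated with compound for 15 min. After 400 uM selenite was added, NADPH fluorescence (Ex 340/Em 450 nm) was followed for 8 min.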
The depositor's hits bear a star; ? = inconclusive; . = no result given; & = joins results of further samples; [ ] = dose if it differs, or a comment. Unless noted, calls come from the whole dose curve; as a rule, active = well fitted curve in the direction sought with a large enough effect; inconclusive = small, poorly fitted or top-dose-only effect, or another doubt; inactive = no such curve, though single readings can be large; an effect the other way counts as inactive or inconclusive.

Molecule	LDHA block	TrxR1 substrate	RGS4 inhibitor	Glioma ERSR ind	IDH1 R132H inh	Vif-A3G inh	USP1-UAF1 inh	Vif-APOBEC3F blk	TrxR1 inh
Cc1cc(C)nc(N(C#N)Cc2ccc([N+](=O)[O-])cc2)n1	-7	2%	-1%	-6%	-9%	0%	-4%	-6%	10%
CCOC(=O)CC[C@H](NC(=O)Cn1cc(C)c(=O)[nH]c1=O)C(=O)OCC	-3	1%	3%	-2%	-6%	1%	-13%	8%	15%
Cc1ccc(S(=O)(=O)c2nc(S(C)(=O)=O)sc2N2CCC(C)CC2)cc1	0	5%	-41%[56.9 µM]	-16%	-3%	0%	-32%	-13%	13µM*
Nc1nccnc1C(=O)OCC(=O)c1ccc[nH]1	-5	445%[activator]	5%	0%	13%	0%	-19%	3%	-31%
COC(=O)c1ccccc1NC(=O)NCc1ccc2c(c1)OCO2	-12	4%	0%	-2%	-2%	0%	1%	3%	5%
Cc1ccc(-c2[nH]nc3c2C(c2ccoc2)C(C#N)=C(N)O3)cc1C (stereo not drawn)	15	-14%	?	1%	2%	-15%	?	-2%	-27%
O=C(NN1C(=O)c2ccc3c4c(ccc(c24)C1=O)CC3)c1ccc(Br)cc1	-4	139%[activator][57.1 µM]	22%	-5%	1%	1%	-1%	-16%	105%[activator][57.1 µM]
N#C/C(=C\c1cccnc1)C(=O)Nc1ccc(S(N)(=O)=O)cc1	0	2%	-1%	-2%	6%	5%	-22%	2%	?
CCOc1ccc(-c2nnc(SCC(=O)NCCC(C)C)nc2-c2ccc(OCC)c(OC)c2)cc1OC	-8	-5%[57.1 µM]	33%	-2%	-7%	-3%	?	4%	8%[57.1 µM]
CC(=O)N1c2ccc(S(=O)(=O)CCC(=O)O)cc2CC1C (stereo not drawn)	-6	9%[57.1 µM]	25%	-1%	-1%	2%	-10%	6%	5%[57.1 µM]
CCOC(=O)N1CCC(N2CC34C=CC(O3)C(C(=O)Nc3ccc(C(C)C)cc3)C4C2=O)CC1 (stereo not drawn)	2	2%	-11%	-2%	17%	0%	-22%	2%	10%
O=C(COc1ccccc1)Nc1ccc(NC(=O)c2ccco2)cc1	1	-4%[57.1 µM]	-34%	1%	4%	-6%	-10%	?	0%
COc1cccc(C(C(=O)NC2CCCC2)N(CC2CCCO2)C(=O)Cc2cccs2)c1 (stereo not drawn)	-6	12%	6%	-2%	2%	-9%	-24%	6%	16%
COc1ccc(-n2c(=O)c3c(C)c(C)sc3n(Cc3ccc(F)cc3)c2=O)c(OC)c1	-10&-8	2%&-5%	8%&-2%	-3%	0%	-1%	-11%&-38%	8%	33%&9%
COc1ccc(/C=C2\CCCC3C2=NN(C(=O)c2scnc2C)C3c2ccc(OC)c(OC)c2)cc1OC (stereo not drawn)	-2	66%[activator]	0%	-4%	-2%	-4%	-21%	7%	?
Nn1c(SCC(=O)Nc2ccc3c(c2)OCO3)nnc1-c1ccncc1	3	-3%	19%	-1%	7%	-2%	-11%	-4%	-3%
Cc1ccc(S(=O)(=O)N2CCC(=O)N(C(COCc3cccc(C(F)(F)F)c3)C(C)C)CC2)cc1 (stereo not drawn)	0	0%[57.1 µM]	8%	-4%	14%	1%	-21%	6%	1%[57.1 µM]
C[C@H](CO)N1C[C@H](C)[C@H](CN(C)S(=O)(=O)c2ccc(-n3cccn3)cc2)OCc2cnnn2CCCC1=O	-22	.	.	2%	-3%	-6%	-12%	-1%	.
CCC(=O)NC(c1ccccc1)c1c(O)ccc2ccccc12 (stereo not drawn)	-1	4%	11%	-2%	-11%	-6%	-14%	-4%	-3%
CC(Oc1ccccc1Cl)C(=O)Nc1ccc(S(=O)(=O)N2CCN(C)CC2)cc1 (stereo not drawn)	-21	-2%	?	-3%	8%	-3%	-9%	-15%	20µM*
Cc1ccc(CN2CCC(CO)(CC3CCCCO3)CC2)o1 (stereo not drawn)	-4	3%[57.1 µM]	-27%	-4%	8%	-2%	-27%	6%	15%[57.1 µM]
CC(=O)N1CCc2cc(S(=O)(=O)NCC(=O)NCc3ccc(Cl)cc3)ccc21	-4	4%	-4%	0%	0%	2%	-20%	5%	21%
O=C(NCc1cccc(F)c1)c1ccc(N2C(=O)Cn3c(cc4sccc43)C2=O)cc1	-12	1%[57.1 µM]	3%	-5%	0%	0%	-1%	6%	-7%[57.1 µM]
O=C(CCC(=O)N1CCCc2ccccc21)N1CCN(S(=O)(=O)c2ccccc2)CC1	-5	13%[57.1 µM]	-14%	-2%	0%	0%	-14%	2%	13%[57.1 µM]
CCOC(=O)Cn1c(=O)n(C2CCCCC2)c2nc(-c3ccc(Cl)cc3)nc(C(N)=O)c21	-6	7%[57.1 µM]	-9%	-2%	-8%	1%	-10%	-2%	8%[57.1 µM]
CCn1c(Oc2ccc(F)cc2)nc2c1c(=O)n(C)c(=O)n2C	-2	8%	24%	-2%	6%	0%	-22%	-1%	14%
CC(C)C(=O)Nc1nnc(Sc2ccc(N(C)C)cc2)s1	-2	-4%	-34%	-2%	1%	-11%	-3%	-11%	-7%
CN1CCC(=NNC(=O)C(=O)NC2CCCC2)CC1	-5	1%	-4%	?	12%	1%	-23%	.	10%
COc1cc(C(=O)N2CCC(c3nc(-c4cccnc4)no3)CC2)cc(OC)c1OC	-3	1%	3%	-7%	8%	1%	2%	7%	15%
c1ccc(-c2ccc(CN3C[C@@H]4C(c5ccccc5)C5(c6cccnc6)CC4(C5)[C@H]3c3ccccc3)cc2)cc1 (stereo partly drawn)	-3	-1%	2%	3%	-13%[38.3 µM]	0%	-11%	2%	7%
COC(=O)CN1C(=O)CSc2ccc(S(=O)(=O)Nc3ccccc3)cc21	-6	2%	22%	-1%	47%[activator]	-2%	-4%	-13%	-17%
COc1ccccc1OCC(=O)NCc1n[nH]c(=O)c2ccccc12	-3	-1%	2%	-4%	2%	1%	-18%	-10%	3%
COc1cc(Nc2nc(SCc3ccc(Cl)cc3)nc3ccccc23)cc(OC)c1	0	-5%[57.1 µM]	-10%	-5%	-3%	-3%	?	-18%	6%[57.1 µM]
COC(=O)c1sccc1NC(=O)Nc1ccc(OC)cc1	-2	1%	5%	11%	7%	-6%	-23%	2%	5%
CCc1cc(=O)oc2c(C)c(OCC(=O)NCC3CCC(C(=O)O)CC3)ccc12 (stereo not drawn)	2	34%[activator]	0%	-3%	3%	-1%	-17%	-4%	-5%
COCCCN1CN(S(=O)(=O)c2cccs2)c2nc3ccccc3nc21	-14	7%	7%	6%	20%	-6%	-15%	2%	-6%
O=C(C(Cc1ccccc1)n1cccc1)N1CCc2ccccc21 (stereo not drawn)	-6	-5%[57.1 µM]	0%	1%	0%	-1%	-6%	-11%	0%[57.1 µM]
CCC1=Nc2cc(C(=O)NCc3ccco3)ccc2Sc2ccccc21	-2	0%	-27%	-3%	0%	?	-10%	-1%	-1%
Cc1cccc(C(=O)NC2CCN(C(=S)NCc3ccco3)CC2)c1	-15	9%	11%	-3%	4%	0%	-23%	-5%	9%
Oc1ccc(CN2CCN(c3ncccn3)CC2)cc1	-6	0%	3%	-1%	4%	-2%	-18%	-4%	-9%
Cc1ccc(NC(=O)CN2C(=O)COc3ccc(S(=O)(=O)NC4CCCC4)cc32)cc1Cl	1	-2%	4%	-5%	-14%	-2%	-9%	3%	30%
O=C(O)CCc1ccc(-c2cccs2)n1NC(=O)c1ccccc1Br	-1	6%[57.1 µM]	-33%	-4%	2%	0%	-3%	-16%	-16%[57.1 µM]
Cc1ccc(CSc2nc3ccsc3c(=O)n2CCC(C)C)cc1	2	7%[57.1 µM]	-3%	-1%	-2%	-11%	-17%	-1%	19%[57.1 µM]
CN1CCN(C(=O)CCNC(=O)Cn2cnc3ccccc3c2=O)CC1	-5	-6%	-7%	3%	2%	1%	-8%	0%	-16%[0.0914 µM]

One compound at a time (already shown). Values in the order: LDHA block	TrxR1 substrate	RGS4 inhibitor	Glioma ERSR ind	IDH1 R132H inh	Vif-A3G inh	USP1-UAF1 inh	Vif-APOBEC3F blk	TrxR1 inh
Listed for Cc1ccc(NC(=O)CN2C(=O)COc3ccc(S(=O)(=O)NC4CCCC4)cc32)cc1Cl : 1	-2%	4%	-5%	-14%	-2%	-9%	3%	30%
Listed for CN1CCN(C(=O)CCNC(=O)Cn2cnc3ccccc3c2=O)CC1 : -5	-6%	-7%	3%	2%	1%	-8%	0%	-16%[0.0914 µM]

Screens: PubChem, National Center for Advancing Translational Sciences (NCATS)

These rows are one share of the data, so the mix of outcomes need not match the whole.
